# NPYLR7 agonist = mosquito NPYLR7 agonism; 270,000 compounds, 0.15% hits; activation, % at 10 µM; HEK293T NPYLR7/Galpha15, GCaMP6s calcium fluorescence; in the data active = activation above about 40%;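 also: 0% = vehicle and 100% = reference agonist at the receptor; some compounds past the cut are filed as inactive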
# hcGAS inh = blocks human cGAS activity; Q8N884; recombinant h-cGAS, ATP depletion, Kinase-Glo luminescence; inhibition, % at 12.5 µM; 290,000 compounds, 0.081% hits;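 also: 0% = vehicle reaction and 100% = reaction without DNA for no activity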
# Target sequence (Q8N884 whole entry, looked up): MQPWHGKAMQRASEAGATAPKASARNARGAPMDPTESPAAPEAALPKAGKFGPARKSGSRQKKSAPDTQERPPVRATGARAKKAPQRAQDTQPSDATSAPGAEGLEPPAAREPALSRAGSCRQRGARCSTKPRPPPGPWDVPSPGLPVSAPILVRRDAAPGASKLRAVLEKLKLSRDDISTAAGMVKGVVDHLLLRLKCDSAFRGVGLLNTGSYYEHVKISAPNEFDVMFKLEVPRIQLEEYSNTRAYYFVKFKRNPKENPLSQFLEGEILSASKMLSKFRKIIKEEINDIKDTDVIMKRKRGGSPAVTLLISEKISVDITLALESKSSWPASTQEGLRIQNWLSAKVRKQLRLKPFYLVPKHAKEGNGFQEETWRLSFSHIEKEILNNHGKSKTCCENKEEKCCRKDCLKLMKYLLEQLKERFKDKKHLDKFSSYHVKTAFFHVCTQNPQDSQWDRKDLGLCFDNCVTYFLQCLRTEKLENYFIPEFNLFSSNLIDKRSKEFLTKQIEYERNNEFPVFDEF
# mcGAS inh = inhibitors of mouse cGAS; Q8C6L5; recombinant cGAS, Kinase-Glo ATP depletion luminescence; inhibition, % at 12.5 µM; 160,000 compounds, 0.15% hits; AID 1259399;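 also: 0% = negative control wells and 100% = reference inhibitor with no enzyme activity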
# The depositor's hits bear a star; / = no result given; & = joins results of further samples. Rule as the data show it, unless noted: active = inhibition above about 40%; inactive = the rest.
# Order of results – mcGAS inh, NPYLR7 agonist, hcGAS inh
COc1ccc(S(=O)(=O)N2CCn3cccc3C2C)cc1 (centres undefined)
  /, 11.9, -3.7
CCNc1ccccc1S(=O)(=O)CC
  -17.4, 5.6, -6.6
CCCCCCC(=O)Nc1ccc(C2SCC(=O)N2c2ccc3c(c2)CCC3)cc1 (centres undefined)
  -4.7, 5.0, -4.9
CCC(Sc1ccc2nnc(CCNC(=O)c3ccc(OC)cc3)n2n1)C(=O)OC (centres undefined)
  -7.9, -0.3, -6.2
O=C(COCC1CCCCO1)N1CC2C[C@@H]3CC1C[C@H](C2)C3 (some centres undefined)
  /, 1.6&1.7, -4.6&-4.0
CCc1ccc(CCC(=O)NC(C)c2ccc(S(C)(=O)=O)cc2)cc1 (centres undefined)
  -8.5, 2.1, -5.0
Cc1ccc(NC(=O)CC2S\C(=N/N=C\C=C\c3ccccc3)NC2=O)cc1 (centres undefined)
  /, 3.9, -1.1
COCCOC(=O)C1=C(C)N(C)C(=S)NC1c1cccc(NC(=O)NC2CCCCC2)c1 (centres undefined)
  -0.6, /, -0.6
COc1ccc(C2CCCN2C(=O)NC2CCCCC2C)c(OC)c1 (centres undefined)
  -6.6, -0.7, -12.1
Cc1nc2ccccc2n1CC(O)Cn1c2ccccc2c2ccccc21 (centres undefined)
  /, 9.0, -4.8
COc1cc(Br)c(S(=O)(=O)NNC(=O)c2oc3ccccc3c2C)cc1OC
  /, 0.9, -1.0
COCCN1CCCC2(CCN(Cc3cc4ccccc4o3)C2)C1=O (centres undefined)
  /, -1.4, 0.3
CC(C)NC(=O)N(Cc1ccccc1Cl)CC1CC(c2cccc(F)c2)=NO1 (centres undefined)
  -6.7, 18.0, -4.6
CS(=O)(=O)c1ccc(NS(=O)(=O)c2cc(Cl)cc(Cl)c2)cc1
  -8.5, 3.5, -6.3
CCOC(=O)CN(Cc1cccn1Cc1cccc(C)c1)C(C)C(C)C (centres undefined)
  -3.5, 3.3, -2.8
NC(=O)CCNC(=O)c1ccc(SC(F)(F)F)cc1
  /, -0.9, -8.0
CCOCCOc1nc(-c2ccco2)n(-c2cccc(NC(=O)c3ccc(OC)cc3)c2)n1
  -2.8, 17.5, -8.7
Cc1cc(CN2CCC(CNC(=O)c3nccc4ccccc34)C2)n[nH]1 (centres undefined)
  /, 17.4, -4.0
Cc1ccc(Oc2cc(N3CCN(S(=O)(=O)c4ccccc4)CC3)ncn2)cc1
  -4.2, 8.3, -3.3
Cc1ccc2nc(SCc3ccc([N+](=O)[O-])cc3)nc(=O)n2c1
  -8.3, 6.5, -10.3
Cc1ncsc1CCC(=O)N(C)Cc1cc(C(C)C)no1
  -9.0, 0.4, -6.0
CCCCC(=O)Nc1cccc(C(=O)N(C)Cc2ccncn2)c1
  -5.0, -4.2, 2.3
CCOC(=O)c1ccc(NC(=O)c2ccc(=O)n(Cc3ccc(C)cc3)c2)cc1
  /, 10.5, -9.3
CN(CC1CC(c2ccc(F)cc2)=NO1)C(=O)C1CC1 (centres undefined)
  -5.6, 25.7, -7.1
O=C(NCc1ccco1)c1coc(CN(Cc2ccc3c(c2)OCO3)Cc2cccc(Cl)c2Cl)n1
  -2.3, /, 1.6
O=C(Cc1ccc(NS(=O)(=O)C2CCCCC2)cc1)N1CCOCC1
  /, -14.4, -1.9
O=C(COc1ccc(Cl)cc1Br)Nc1ccc2c(c1)OCO2
  /, 25.3, -10.7
CCCC(=O)OCC(O)CN(CCOC)Cc1cccn1Cc1cccc(OC)c1 (centres undefined)
  -5.3, -0.5, -2.6
O=C(c1ccsc1)N1CCC2(CCCN(Cc3cccnc3)C2=O)C1 (centres undefined)
  -9.1, -0.7, -6.6
CN(C(=O)C1CCN(C2CCN(c3nc4ccccc4o3)CC2)CC1)C1CCOC1 (centres undefined)
  /, 6.9, -7.3
Cc1ccc(NC(=O)CCN2C(=O)CSC2c2ccc(C(C)(C)C)cc2)cc1 (centres undefined)
  -4.2, -0.5, -4.8
CCOC(=O)c1cccnc1N1Cc2cnc(-c3ccccc3)nc2C1
  -14.9, 6.4, -0.3
CS(=O)(=O)NC1CCCN(C(=O)c2cccc3ncccc23)C1 (centres undefined)
  /, -0.4, -16.0
O=C(NCCc1ccccc1F)N1CCN(C(c2ccc(F)cc2)c2ccc(F)cc2)CC1
  -6.7, 19.6, -9.4
CN(CCc1ccccn1)C(=O)[C@H]1c2ccccc2C(=O)N(CCc2c[nH]c3ccccc23)[C@H]1c1ccccc1
  -4.0, -8.5, -5.2
CCc1ccc(NC(=O)C(C)Sc2nnc(SCC(N)=O)s2)cc1 (centres undefined)
  -5.2, 16.2, -8.4
CSC1=N/C(=C\c2ccccc2F)C(=O)S1
  -2.6, 5.8, -4.3
O=C1NC(=S)NC(=O)C1=Cc1cccc(OCCOc2ccccc2)c1
  7.4, -4.8, 1.7
CCc1ccc(NC(=O)c2cc3c(=O)n(C)c(=O)n(C)c3n2Cc2ccccc2)cc1
  -8.2, 0.4, -4.8
Cn1cnc(S(=O)(=O)N2CCSc3ccc(C(F)(F)F)cc32)c1
  /, -0.6, -1.7
COC(=O)NC(c1ccc(C)cc1)C(Cl)(Cl)Cl (centres undefined)
  /, 1.3, -1.8
COc1ccc(-c2cc(N)n(-c3ccc(C(=O)NCc4ccccn4)cc3)n2)cc1
  -1.7, 3.8, 0.5
N#CCNC(=O)CN(CCc1ccc(Cl)cc1)CC1CC1
  /, -7.3, -14.4
CCOCC(=O)N1CCC2(CCC2OC)CC1 (centres undefined)
  -3.0, /, -4.8
CCOc1ccc(-c2cc3c(=O)n(CC(=O)NCCCOC)ccn3n2)cc1
  -6.5, 2.4, -6.6
OC[C@@H]1CN(C2CCCCCC2)C[C@H]1c1nc(C2CC2)no1
  -6.5, /, -14.9
S=C(NCc1ccco1)N1CCC2CCCCC2C1 (centres undefined)
  /, 3.9, -0.9
CCN1C(=S)NC(c2ccc(NC(=O)c3ccccc3OC)cc2)C(C(=O)OC)=C1C (centres undefined)
  -8.6, 4.6, -4.3
CNc1cc(-c2ccsc2)ncn1
  /, 1.8, -4.1
O=C(NCc1ccc(F)cc1)c1coc(CN(Cc2cccc(F)c2)Cc2ccc3c(c2)OCO3)n1
  -0.7, -7.5, 0.6
N#Cc1c(Cl)ncc2c1N(O)c1ccccc1C2OC(=O)c1cccc(Cl)c1 (centres undefined)
  /, -0.1, -5.6
CC(C)c1cccc(NC(=O)C(NS(=O)(=O)c2cccs2)C(C)C)c1 (centres undefined)
  -1.8, 3.6, 0.0
CNc1snc(C)c1C(=O)OCC(=O)c1ccc(C)s1
  1.7, -3.3, 5.0
COC(=O)C1C(=N)Oc2c(oc(CO)cc2=O)C1c1ccc(Cl)c(Cl)c1 (centres undefined)
  -7.9, 0.8, -5.6
Cc1ccccc1NC(=O)CSC1=Nc2ccccc2C2CC=NN12 (centres undefined)
  0.1, -4.4, 0.0
O=C(NNC(=O)C1CC1)c1ccc(=O)n(Cc2ccccc2)c1
  -9.5, -10.8, -10.3
COC(=O)c1ccc2c(c1)CC(CNC(=O)COC(C)=O)O2 (centres undefined)
  -6.1, 27.2, -5.3
COC(=O)c1ccccc1NCc1cc(=O)oc2cc(-c3ccccc3)c(O)cc12
  -8.6, 9.0, -6.8
C1CCC(c2nc3c(c(NC4CC4)n2)CNC3)C1
  /, -2.2, -2.9
CN1C[C@H](Nc2nccc(CCC(F)(F)F)n2)C[C@H]1CO
  /, 5.5, -7.8

# (continued)
# Order of results – mcGAS inh, NPYLR7 agonist, hcGAS inh
O=[N+]([O-])c1cc2c(cc1C=Nn1c(-c3ccccn3)n[nH]c1=S)OCO2
  /, -1.5, 1.2
COC(=O)c1c(N2C(=O)C3C4CCC(O4)C3C2=O)sc2c1CCCCCC2 (centres undefined)
  /, 9.5, -3.7
O=C(NC1CCS(=O)(=O)C1)c1ccccc1Nc1ccc(SC(F)F)cc1 (centres undefined)
  /, 13.8, -1.9
CC(=O)N[C@@H](CC(=O)N[C@H](CCC(=O)O)C(=O)O)C(=O)O
  /, 6.9, -4.8
COCCCn1c(-c2ccc(F)cc2)nc2nc3ccccc3nc21
  -8.5, 2.5, -6.8
O=C(CSc1ncnc2c1oc1ccccc12)c1cccs1
  /, -7.8, -7.8
COc1ccc(C(=O)NCc2cc3c(O)n(C4CCCC4)cc3nc2OC)o1
  /, 2.9, -9.9
CCOC(=O)c1c(N)c(C#N)cn1C
  /, -2.9, -6.0
COc1ccc(S(=O)(=O)NCC2CCCN(C(=O)CN3CCCC3=O)C2)cc1 (centres undefined)
  -3.9, 10.2&0.4, -10.6&-2.0
COC(=O)c1c(N)c(C#N)c2n1CCC2
  0.3, 3.6, 9.2
CC1CN(Cc2ccccc2F)CCO1 (centres undefined)
  /, -2.2, -2.8
COc1ccc(-c2nnc(NC(=O)C(C)N)s2)cc1 (centres undefined)
  -5.5, -6.7, -6.2
Oc1oc(-c2cccc3ccccc23)nc1C=Nc1cccc2nsnc12
  -6.0, 25.4, -2.9
O=C(O)c1cccc(CC2CCN(S(=O)(=O)c3ccccc3)C2)c1 (centres undefined)
  /, 4.6, -6.4
Cc1cccc(-n2cc(CNCc3ccc(C)o3)c(-c3cccc(F)c3)n2)c1
  -4.7, 1.1, -2.9
O=C(O)COCC12CC3CC(CC(C3)C1)C2
  -4.3, /, -5.6
CCC(=O)Nc1ccc(OCC(=O)NCc2cccc(C)c2C)cc1
  /, -3.9, -14.1
CC(C)S(=O)(=O)C(C)C(=O)NCC1(N(C)C)CCCCCC1 (centres undefined)
  /, 2.0, -6.6
Cc1ccc(-c2csc(-n3nc(C)cc3NC(=O)CC(C)C)n2)cc1
  -7.0, -7.1, -3.8
CN1CCN2CCN(Cc3ccc(Cn4cccn4)cc3)CC2C1=O (centres undefined)
  /, 6.6, -7.8
C/C(=C\c1ccccc1)C(=O)Nc1cc(-c2onc3c2CCCC3)ccc1Cl
  -5.5, 4.2, -2.5
CCOc1nc(-c2ccccc2F)n(-c2ccc(NC(=O)c3cc(C(F)(F)F)cc(C(F)(F)F)c3)cc2)n1
  -6.5, -1.2, -8.5
NC(=O)c1cc2ccc(O)cc2oc1=NCc1ccccc1
  /, -3.4, 1.9
CCCC(=O)C1=C(c2ccc([N+](=O)[O-])cc2)N(C(=O)CCC)n2c(CC)nnc2S1
  /, 6.2, -2.5
O=C(Nc1cccc(F)c1)N1CCCC1c1ccncc1 (centres undefined)
  -1.7, 18.8, -0.8

# Arranged by formula weight (largest number first): 20 of the compounds above
# Order of results – mcGAS inh, NPYLR7 agonist, hcGAS inh
CCOc1nc(-c2ccccc2F)n(-c2ccc(NC(=O)c3cc(C(F)(F)F)cc(C(F)(F)F)c3)cc2)n1
  -6.5, -1.2, -8.5
CCCC(=O)C1=C(c2ccc([N+](=O)[O-])cc2)N(C(=O)CCC)n2c(CC)nnc2S1
  /, 6.2, -2.5
O=C(NC1CCS(=O)(=O)C1)c1ccccc1Nc1ccc(SC(F)F)cc1 (centres undefined)
  /, 13.8, -1.9
COc1ccc(S(=O)(=O)NCC2CCCN(C(=O)CN3CCCC3=O)C2)cc1 (centres undefined)
  -3.9, 10.2&0.4, -10.6&-2.0
COC(=O)c1c(N2C(=O)C3C4CCC(O4)C3C2=O)sc2c1CCCCCC2 (centres undefined)
  /, 9.5, -3.7
COc1ccc(C(=O)NCc2cc3c(O)n(C4CCCC4)cc3nc2OC)o1
  /, 2.9, -9.9
Cc1cccc(-n2cc(CNCc3ccc(C)o3)c(-c3cccc(F)c3)n2)c1
  -4.7, 1.1, -2.9
Oc1oc(-c2cccc3ccccc23)nc1C=Nc1cccc2nsnc12
  -6.0, 25.4, -2.9
O=[N+]([O-])c1cc2c(cc1C=Nn1c(-c3ccccn3)n[nH]c1=S)OCO2
  /, -1.5, 1.2
Cc1ccc(-c2csc(-n3nc(C)cc3NC(=O)CC(C)C)n2)cc1
  -7.0, -7.1, -3.8
O=C(O)c1cccc(CC2CCN(S(=O)(=O)c3ccccc3)C2)c1 (centres undefined)
  /, 4.6, -6.4
CCC(=O)Nc1ccc(OCC(=O)NCc2cccc(C)c2C)cc1
  /, -3.9, -14.1
CN1CCN2CCN(Cc3ccc(Cn4cccn4)cc3)CC2C1=O (centres undefined)
  /, 6.6, -7.8
COCCCn1c(-c2ccc(F)cc2)nc2nc3ccccc3nc21
  -8.5, 2.5, -6.8
CC(C)S(=O)(=O)C(C)C(=O)NCC1(N(C)C)CCCCCC1 (centres undefined)
  /, 2.0, -6.6
O=C(CSc1ncnc2c1oc1ccccc12)c1cccs1
  /, -7.8, -7.8
CC(=O)N[C@@H](CC(=O)N[C@H](CCC(=O)O)C(=O)O)C(=O)O
  /, 6.9, -4.8
COc1ccc(-c2nnc(NC(=O)C(C)N)s2)cc1 (centres undefined)
  -5.5, -6.7, -6.2
O=C(O)COCC12CC3CC(CC(C3)C1)C2
  -4.3, /, -5.6
CCOC(=O)c1c(N)c(C#N)cn1C
  /, -2.9, -6.0

# Filtered by structure: the entries above containing a nitro group on carbon.
# Order of results – mcGAS inh, NPYLR7 agonist, hcGAS inh
Cc1ccc2nc(SCc3ccc([N+](=O)[O-])cc3)nc(=O)n2c1
  -8.3, 6.5, -10.3
O=[N+]([O-])c1cc2c(cc1C=Nn1c(-c3ccccn3)n[nH]c1=S)OCO2
  /, -1.5, 1.2
CCCC(=O)C1=C(c2ccc([N+](=O)[O-])cc2)N(C(=O)CCC)n2c(CC)nnc2S1
  /, 6.2, -2.5
